Compound activity as filed in PubChem BioAssay.
USP2a inhib – inhibitors of human ubiquitin-specific protease USP2a. USP2a enzymatic assay, qHTS inhibition. 0.1% of 60,000 active. Potency, µM (series often up to 38.3 µM), inactives show top-dose activity change, negative = inhibition, actives largely listed as inhibitors. O75604. AID 927;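 also: potency is read from the fitted curve at half-maximal effect; nearly all actives have a fitted effect of over 60% in size; plate controls were DMSO for no effect and NEM full inhibition control for full effect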
Target sequence (O75604 whole entry, looked up): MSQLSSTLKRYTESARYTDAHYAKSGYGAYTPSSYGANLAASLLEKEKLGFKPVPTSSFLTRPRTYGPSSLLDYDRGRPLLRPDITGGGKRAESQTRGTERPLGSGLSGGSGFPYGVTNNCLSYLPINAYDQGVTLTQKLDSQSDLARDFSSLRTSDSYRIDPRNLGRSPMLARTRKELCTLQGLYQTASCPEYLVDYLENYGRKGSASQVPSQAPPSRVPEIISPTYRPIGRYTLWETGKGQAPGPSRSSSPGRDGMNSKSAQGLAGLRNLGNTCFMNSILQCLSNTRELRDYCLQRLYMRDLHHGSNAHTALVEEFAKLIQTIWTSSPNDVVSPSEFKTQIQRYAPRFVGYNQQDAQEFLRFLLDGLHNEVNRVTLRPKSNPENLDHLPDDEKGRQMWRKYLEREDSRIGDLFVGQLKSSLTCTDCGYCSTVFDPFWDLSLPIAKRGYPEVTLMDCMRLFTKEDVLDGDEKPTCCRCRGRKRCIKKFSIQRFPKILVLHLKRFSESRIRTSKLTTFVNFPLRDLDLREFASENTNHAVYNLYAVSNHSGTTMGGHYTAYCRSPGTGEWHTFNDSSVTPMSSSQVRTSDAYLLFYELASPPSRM
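USP2 core (20nM final) preincubated 30 min RT with compound, then Ub-PLA2 20nM and NBD C6-HPC 20uM final added; buffer 20mM Tris-HCl pH 8.0, 2mM CaCl2. Fluorescence Ex 460/Em 535 read at 0 and 2.5 h; normalized to NEM.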
Caspase-7 inhib – blocks human caspase-7 allosterically or competitively; P55210; recombinant caspase-7, Ac-DEVD-AFC fluorescence rate; Potency, µM (doses to about 57.5 µM), inactives show at the highest dose activity change, negative = inhibition, most hits filed as inhibitors; 0.02% of 75,000 active; AID 889; active = well fitted inhibition curve with a large enough effect in the main read-out, with a control signal flat, not every such curve was filed as active; inconclusive = small, poorly fitted or top-dose-only effect, or a change in a side signal; also: potency is read from the fitted curve at half-maximal effect; % of control where 0% means no effect
Target sequence (P55210 24-198 limits assumed): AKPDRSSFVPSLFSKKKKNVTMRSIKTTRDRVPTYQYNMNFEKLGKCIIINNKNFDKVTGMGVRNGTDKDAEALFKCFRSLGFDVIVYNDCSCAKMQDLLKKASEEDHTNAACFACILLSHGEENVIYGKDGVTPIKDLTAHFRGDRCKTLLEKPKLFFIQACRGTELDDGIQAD
Target sequence (P55210 207-303 limits assumed): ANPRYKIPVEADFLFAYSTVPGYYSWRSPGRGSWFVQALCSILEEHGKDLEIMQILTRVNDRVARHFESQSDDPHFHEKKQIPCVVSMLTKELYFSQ
TexasRed autofl – compounds fluorescent in Texas Red spectral region; Compound fluorescence, Texas Red channel, 547/618 nm; stronger effect = higher value; max dye-equivalent concentration, M; 0.06% of 59,000 active; AID 587; in the data active = max dye-equivalent concentration above about 10 nM; inconclusive = between about 1.1 nM and that limit
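Spectral interference profiling: each compound concentration's relative fluorescence, read with a 547 nm excitation and 618 nm emission filter pair, was normalized to a per-plate Texas Red standard curve.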
4-MU autofl – compound fluoresces in the 4-MU spectral region. compound autofluorescence, 340/450 nm, 4-MU equivalents; stronger effect = higher value. max dye-equivalent concentration, M. 11% of 59,000 active; in the data active = max dye-equivalent concentration above about 10 nM; inconclusive = mostly about 1.1 nM to 9.6 nM
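Intrinsic fluorescence at 340/450 nm (ex/em) was read after 15 min at room temperature in pH 8.0, 100 mM Tris. Each compound concentration expressed as 4-MU-equivalent concentration from a six-point 4-MU standard series on each plate.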
Caspase-1 inhib – allosteric or competitive inhibitors of human caspase-1. P29466. Caspase-1 enzyme, Ac-WEHD-AFC fluorogenic rate. Potency, µM (highest dose often 57.5 µM), inactives show at the highest dose activity change, negative = inhibition, actives largely listed as inhibitors. 0.03% of 75,000 active;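 also: potency is read from the fitted curve at half-maximal effect; plate controls were vehicle for no effect and no substrate for full effect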
Rhodamine autofl – compound autofluorescence in rhodamine spectral region; Rhodamine-region fluorescence, 547/598 nm, Tris buffer; stronger effect = higher value; AID 594; max dye-equivalent concentration, M; 0.05% of 59,000 active; in the data active = max dye-equivalent concentration above about 11 nM; inconclusive = between about 1.1 nM and that limit
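Intensities are converted to rhodamine-equivalent concentration using a six-point rhodamine standard on each plate. Compounds sit 15 min at room temperature in 100 mM Tris buffer, pH 8.0; read uses the 547/598 nm excitation/emission pair.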
BRCT PPI red – BRCT-phosphoprotein interaction inhibition (red fluorophore). P38398. BRCT-phosphopeptide binding, red fluorescence polarization. Potency, µM (series often up to 76.9 µM), for the others: at the highest dose activity change, negative = inhibition, most hits filed as inhibitors. 0.03% of 75,000 active. AID 892; also: % is scaled to controls: 0 for no effect and ±100 for the full control effect
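Fluorescence polarization: 100 nM His-tagged BRCA1 BRCT with 100 nM TAMRA-labelled phospho-BACH1 decapeptide, phosphate buffer pH 7.3 with 150 mM NaCl, DTT, 0.01% Tween 20; 12 min RT. Binding inhibition seen as FP decrease.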
BRCT PPI green – blocks human BRCA1 BRCT binding to phosphopeptide, green readout. P38398. BRCA1 BRCT-phosphopeptide binding, green fluorescence polarization. Potency, µM (highest dose often 76.9 µM), for inactives: top-dose activity change, negative = inhibition, hits mostly inhibitors. 0.05% of 75,000 active;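 also: potency is read from the fitted curve at half-maximal effect; plate controls were peptide without protein for full effect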
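Compounds were incubated for 12 min at room temperature with a complex of 100 nM fluorescein-tagged pBACH1 decapeptide and 250 nM His-tagged BRCT protein. Buffer was phosphate pH 7.3 with EDTA, DTT and Tween 20. Disruption of binding lowers the polarization signal.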
Fluorescein autfl – compound fluoresces in the fluorescein spectral region; AID 593; 0.91% of 59,000 active; max fluorescein-equivalent concentration, M; Compound autofluorescence, 480/540 nm, fluorescein-equivalent; stronger effect = higher value; in the data active = max fluorescein-equivalent concentration above about 10 nM; inconclusive = between about 1.1 nM and that limit
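Each compound is tested across a concentration series in 100 mM Tris buffer at pH 8.0. After 15 min at room temperature, plates are imaged with 480 nm excitation and 540 nm emission filters, and intensities are converted to fluorescein-equivalent values.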
A350 fluor – A350 region autofluorescence | Compound autofluorescence, 340/450 nm, Alexa 350 dye-equivalents; stronger effect = higher value | max dye-equivalent concentration, M | 11% of 59,000 active; in the data active = max dye-equivalent concentration above about 10 nM; inconclusive = mostly about 1.1 nM to 9.6 nM
HEK293 cAMP ctrl – parental HEK293 cAMP activation (counter-screen); parental HEK293 CNG cAMP sensor, membrane potential fluorescence; Potency, µM (series often up to 57.1 µM), without a hit: top-dose activation, hits mostly activators; 2.5% of 73,000 active; AID 938; also: potency is read from the fitted curve at half-maximal effect; % of control where 0% means no effect; nearly all actives have a fitted effect of over 55% in size
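Parental HEK 293 cells stably expressing a modified CNG channel (no TSHR) report cAMP rise as membrane depolarization. Membrane potential dye with 100 uM RO 20-1724 was loaded for 60 min at room temperature, then compound added for 30 min; fluorescence read at 590 nm.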
The depositor's hits bear a star; i = inactive; ? = inconclusive; nt = no result given; [ ] = dose if it differs, or a comment. Unless noted, calls follow the shape of the dose curve; as a rule, active = well fitted curve in the direction sought with a large enough effect; inconclusive = small, poorly fitted or top-dose-only effect, or another doubt; inactive = no such curve, though single readings can be large; an effect the other way counts as inactive or inconclusive.

SMILES	USP2a inhib	Caspase-7 inhib	TexasRed autofl	4-MU autofl	Caspase-1 inhib	Rhodamine autofl	BRCT PPI red	BRCT PPI green	Fluorescein autfl	A350 fluor	HEK293 cAMP ctrl
COc1ccc(NC(=O)CC(NCCc2ccccc2)C(=O)O)c(OC)c1 (stereo unspecified)	5%	2%	i	i	0%	i	0.6%	-1.3%	i	?	8%
Cc1ccc(S(=O)(=O)N2CCCC(C(=O)NCc3cccnc3)C2)cc1Cl (stereo unspecified)	56%[activator]	1%	i	i	1%	i	-1.1%	-1.4%	i	i	4%
COC(=O)c1cc(=O)c2ccc(OC)cc2o1	3%	0%	nt	nt	1%	nt	-1.6%	-0.1%	nt	nt	6%
COc1cc(C)nc(SCC(N)=O)n1	3%	-5%	i	i	2%	i	-0.6%	-0.9%	?	i	4%
COc1ccc(N2CCN(C(=O)C(Cc3ccccc3)n3cccc3)CC2)cc1 (stereo unspecified)	nt	-5%	nt	nt	-3%	nt	-1.1%	5.6%	nt	nt	8%
COc1ccccc1CNC(=O)c1ccc(CS(=O)(=O)c2ccccc2OC)o1	10%	2%	i	i	-1%	i	0.0%	0.2%	i	i	-4%
CNC(=O)[C@H](C)[C@@H]1C[C@@]1(C)[C@@H](NC(=O)OCc1ccccc1)c1ccccc1	nt	-4%	nt	nt	-3%	nt	-0.2%	-0.8%	nt	nt	12%
Cc1cccc(Nc2ncccc2C(=O)O)c1C	nt	1%	?	i	1%	i	-0.7%	0.6%	i	i	6%
O=C1[C@H]2[C@H]3[C@H](O)[C@H](O)C/C(=N/OCc4ccccc4)[C@@H]3CC[C@@H]2C(=O)N1C1CCCCC1	nt	-2%[11.5 µM]	nt	nt	1%[11.5 µM]	nt	0.8%[15.4 µM]	-2.1%[15.4 µM]	nt	nt	-16%[11.4 µM]
COCCNc1cc(-c2c(C)noc2C)ncn1	17%	-10%	i	1.1e-08M*	-7%	i	0.4%	-3.6%	?	1.4e-08M*	2%
COc1ccc(NC(=O)N2CC3(CCN(C(=O)c4c(C)noc4C)CC3)C2)cc1	-23%	0%	i	i	0%	i	-0.4%	-1.1%	?	i	13µM*
COC(=O)c1ccc(NC(=O)N2CCOCC2)cc1	-2%	0%	i	i	-1%	i	-2.3%	-0.7%	i	i	4%
CC(C)Oc1ccc2c3c(c(=O)oc2c1)CCC3	6%	-2%	nt	nt	-1%	nt	-0.4%	0.7%	nt	nt	?
O=C(Cn1[nH]c(=O)c2ccccc2c1=O)Nc1ccc2c(c1)CCC2	33%[activator]	-4%	?	i	-1%	i	0.3%	-0.6%	?	i	18%
COc1ccc(C2CC(C(F)(F)F)n3nc(C(N)=O)c(Cl)c3N2)cc1OC (stereo unspecified)	2%	-1%	i	i	1%	i	-0.2%	0.8%	i	i	17%
COc1ccc2nccc(SCC(=O)O)c2c1	nt	0%[11.5 µM]	i	i	-1%[11.5 µM]	i	-1.5%[15.4 µM]	-0.7%[15.4 µM]	i	i	3%[11.4 µM]
CCOc1ccc(CN2CCN(S(=O)(=O)c3ccc(NC(C)=O)cc3)CC2)cc1OC	5%	-1%	i	i	-2%	i	-0.5%	1.4%	i	i	10%
CCn1c(SCC(=O)Nc2ccc3c(c2)OCCO3)nc2c(c1=O)SC(C)C2 (stereo unspecified)	37%[activator]	0%	i	i	1%	i	0.6%	-0.6%	i	i	8%
Cc1ccc(S(=O)(=O)N2CCN(Cc3cccc(C)c3O)CC2)cc1	nt	-3%	i	i	0%	i	0.9%	-0.9%	i	i	11%
CCOC(=O)C1CCN(c2c(N3CCN(Cc4ccccc4)CC3)c(=O)c2=O)CC1	nt	-1%	nt	nt	1%	nt	-0.8%	1.3%	nt	nt	2%
Cc1ccc2oc(=O)c3cnn(CC(=O)N4CCc5ccccc5C4)c3c2c1	nt	-4%	nt	nt	-4%	nt	-0.2%	0.4%	nt	nt	3%
Cc1ccc(-n2c(SCC(=O)OC(C)C)nnc2-c2cnccn2)cc1	8%	-2%	i	i	1%	i	1.1%	-2.5%	?	i	?
CCOC(=O)N1CCC(NS(=O)(=O)c2cc(Br)cc3c2N(C(=O)CC)CC3)CC1	27%	0%	?	i	1%	i	-2.2%	2.4%	i	i	8%
Cc1nc2ccc(S(=O)(=O)NC(C(=O)NCc3cccs3)C(C)C)cc2s1 (stereo unspecified)	nt	-2%	nt	nt	-2%	nt	-0.3%	-1.8%	nt	nt	20%
CCOc1ccc(CCNC(=O)CN2CCN(Cc3ccc(F)cc3)C2=O)cc1OCC	9%	-1%	i	i	2%	i	0.7%	-0.8%	i	i	?
Cc1cc(C)n(-c2nc3ccccc3[nH]c2=O)n1	-5%	1%	i	7.2e-07M*	-3%	i	-0.2%	1.5%	i	6.8e-07M*	-1%
COc1ccc(C2CC(C(F)(F)F)n3ncc(C(=O)Nc4cccc(O)c4)c3N2)cc1OC (stereo unspecified)	nt	nt	i	i	nt	i	nt	nt	i	i	nt
O=C(Nc1ccc(-n2cnnn2)cc1)C1CCC1	nt	0%	i	i	2%	i	-0.2%	-1.9%	i	i	4%
CN(CC(=O)Nc1cccnc1)S(=O)(=O)c1cc(Cl)ccc1Cl	5%	-1%	i	i	-2%	i	-0.1%	-0.5%	?	?	0%
CC(Sc1nc(N2CCOCC2)c2c(c1C#N)CC(C)(C)OC2)C(=O)Nc1ccccc1 (stereo unspecified)	36%[activator]	-14%	i	i	-10%	i	0.0%	1.1%	i	i	0%
CSc1nc(C)cc(-n2cc(F)c(=O)[nH]c2=O)n1	3%	-2%	nt	nt	-2%	nt	-0.2%	-1.9%	nt	nt	19%
CCN(CCNC(=O)c1cccc(N2CCCC2=O)c1)c1ccccc1	5%	2%	i	i	-1%	i	-0.5%	0.4%	i	i	?
O=C(Oc1cccc(Br)c1)c1cccnc1	1%	1%	i	i	-3%	i	-1.0%	-1.1%	i	i	?
CCOC(=O)c1ccc(NS(=O)(=O)c2c(C)n(C)c(=O)n(C)c2=O)cc1	nt	1%	nt	nt	-2%	nt	0.2%	-0.6%	nt	nt	0%
CC1CN(c2oc(-c3ccco3)nc2C#N)CC(C)O1 (stereo unspecified)	7%	0%	i	?	0%	i	-1.8%	-0.6%	i	1.1e-08M*	18%
CSCCC(NC(=O)C1CCC(C)CC1)C(=O)N1CCN(c2ccccn2)CC1 (stereo unspecified)	-7%	-3%	?	i	0%	i	-1.1%	-1.1%	?	i	5%
CCc1cc2c(=O)c(-c3ccon3)c(N)oc2cc1OC	-7%	-5%	i	i	1%	i	-0.5%	-1.0%	?	i	22%
O=C1CC(N2CCN(C(c3ccccc3)c3ccccc3)CC2)C(=O)N1 (stereo unspecified)	8%	-2%	nt	nt	-1%	nt	0.3%	-0.6%	nt	nt	3%
CC(NC(=O)C1CCC1)c1ccc(Cl)cc1 (stereo unspecified)	-1%	-2%	i	i	-2%	i	-1.5%	0.5%	?	i	8%
CCN(CC)S(=O)(=O)c1cccc2c(N(C)C)cccc12	nt	nt	i	?	nt	i	nt	nt	i	?	nt
CC1=C(C(=O)OC(C)(C)C)C(c2ccco2)C(C#N)=C(N)O1 (stereo unspecified)	-1%	-2%	i	i	0%	i	0.1%	2.9%	?	i	13%
CC1CCc2nn(CC(=O)Nc3c(F)cc(F)cc3Br)cc2C1 (stereo unspecified)	nt	-4%	nt	nt	2%	nt	-0.3%	2.1%	nt	nt	1%
COc1ccc(S(=O)(=O)NCc2ccco2)cc1-c1nnc2c3ccccc3c(C)nn12	29%	0%	i	i	-2%	i	-2.2%	3.7%	i	i	-2%
Cn1nnnc1SCC(=O)N1CCN(c2cccc(Cl)c2)CC1	-1%	0%	i	i	-2%	i	0.5%	-1.7%	i	i	12%
CS(=O)(=O)N1CCCC(C(=O)NCc2cccs2)C1 (stereo unspecified)	-5%	-12%	i	i	3%	i	-0.4%	0.4%	i	i	2%
c1ccc(SCCOCCn2cncn2)cc1	3%	-3%	i	i	-1%	i	-0.2%	-1.3%	i	i	5%
CSCC[C@H](NC(=O)OC(C)(C)C)c1nnc(SCC(=O)Nc2ccc(C)cc2C)o1	11%	-1%	i	i	-1%	i	-1.0%	-3.5%	i	i	0%
CCC(Sc1nncn1C)C(=O)Nc1ccccc1OC (stereo unspecified)	-2%	2%	?	i	-2%	i	-1.2%	-2.1%	?	i	29%
CN1C(=C2C(=O)OC(C)(C)OC2=O)Sc2ccccc21	3%	0%	i	i	1%	i	-2.2%	2.8%	i	i	15%
COc1ccc(-c2nnn(CCc3nn[nH]n3)n2)cc1OC	-2%	1%	i	i	-2%	i	0.8%	-2.0%	i	i	3%

The results go on:
SMILES	USP2a inhib	Caspase-7 inhib	TexasRed autofl	4-MU autofl	Caspase-1 inhib	Rhodamine autofl	BRCT PPI red	BRCT PPI green	Fluorescein autfl	A350 fluor	HEK293 cAMP ctrl
C=CCOc1ccc(/C(O)=C2/C(=O)C(=O)N(CCCN3CCOCC3)C2c2ccccc2)cc1 (stereo unspecified)	nt	nt	i	i	nt	i	nt	nt	?	i	nt
CCOC(=O)c1c(NC(=O)CN2CCOCC2)sc2c1CCCC2=O	-1%	1%	nt	nt	-2%	nt	-0.4%	9.6%	nt	nt	20%
Cc1cccc(N2C(N)=NC(N)=NC23CCCCC3)c1	0%	0%	?	i	6%	i	0.8%	1.5%	?	i	?
CNC(=O)CCc1nc(-c2ccc(C(C)(C)C)cc2)no1	15%	0%	i	i	-7%	i	1.1%	-1.2%	i	i	27%

Not all compounds are listed; the hit share may differ from the screen's.
